TRPC4 inh – inhibitors of mouse TRPC4 channel; Q9QUQ5; HEK293 TRPC4beta/mu-opioid, DAMGO-evoked Fluo4 calcium flux; active compounds read low; B-score at 10 µM; actives 0.39% (n = 300,000); AID 2247;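 active = B-score over 3 SD under the library average, no early fluorescence shift, positive overall ratio signal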
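Test system – stable TRPC4beta/mu-opioid receptor HEK293 cells · Probe or stimulus – DAMGO, a submaximal dose followed by a maximal one · Dosing – one concentration per compound · Signal – Fluo4 calcium fluorescence by kinetic imaging, 5 s 1 Hz baseline · Evaluation – per-well B score of integrated baseline-normalized Fluo4 ratio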
TMEM16A act – mouse TMEM16A channel activation, primary screen; B-score at 10 µM; AID 623877; actives 0.3% (n = 340,000); HEK293 TMEM16A/YFP-H148Q/I152L, iodide quench fluorescence; active compounds read low;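 active = fluorescence-ratio B-score plate-corrected deviation score at least 3 library SD below zero, with starting fluorescence score within 5 deviations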;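 note: channel opened by trigger with iodide after compound preincubation; score built on the fluorescence ratio of max minus min over baseline; more negative score means more quench and so TMEM16A activation or potentiation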
TRPC6 inh – inhibitors of mouse TRPC6 channel. Q61143. HEK293-TRPC6, membrane potential dye, ACh-evoked depolarization; active compounds read low. B-score at 10 µM. actives 1.1% (n = 310,000). AID 2553;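 active = B-score under library mean minus 3 SD, initial fluorescence not abnormally high, positive integrated signal ratio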;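 note: B-score derived from integrated fluorescence ratio over the kinetic read; more negative B-score means stronger inhibition of depolarization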
Target sequence (Q61143 whole entry, looked up): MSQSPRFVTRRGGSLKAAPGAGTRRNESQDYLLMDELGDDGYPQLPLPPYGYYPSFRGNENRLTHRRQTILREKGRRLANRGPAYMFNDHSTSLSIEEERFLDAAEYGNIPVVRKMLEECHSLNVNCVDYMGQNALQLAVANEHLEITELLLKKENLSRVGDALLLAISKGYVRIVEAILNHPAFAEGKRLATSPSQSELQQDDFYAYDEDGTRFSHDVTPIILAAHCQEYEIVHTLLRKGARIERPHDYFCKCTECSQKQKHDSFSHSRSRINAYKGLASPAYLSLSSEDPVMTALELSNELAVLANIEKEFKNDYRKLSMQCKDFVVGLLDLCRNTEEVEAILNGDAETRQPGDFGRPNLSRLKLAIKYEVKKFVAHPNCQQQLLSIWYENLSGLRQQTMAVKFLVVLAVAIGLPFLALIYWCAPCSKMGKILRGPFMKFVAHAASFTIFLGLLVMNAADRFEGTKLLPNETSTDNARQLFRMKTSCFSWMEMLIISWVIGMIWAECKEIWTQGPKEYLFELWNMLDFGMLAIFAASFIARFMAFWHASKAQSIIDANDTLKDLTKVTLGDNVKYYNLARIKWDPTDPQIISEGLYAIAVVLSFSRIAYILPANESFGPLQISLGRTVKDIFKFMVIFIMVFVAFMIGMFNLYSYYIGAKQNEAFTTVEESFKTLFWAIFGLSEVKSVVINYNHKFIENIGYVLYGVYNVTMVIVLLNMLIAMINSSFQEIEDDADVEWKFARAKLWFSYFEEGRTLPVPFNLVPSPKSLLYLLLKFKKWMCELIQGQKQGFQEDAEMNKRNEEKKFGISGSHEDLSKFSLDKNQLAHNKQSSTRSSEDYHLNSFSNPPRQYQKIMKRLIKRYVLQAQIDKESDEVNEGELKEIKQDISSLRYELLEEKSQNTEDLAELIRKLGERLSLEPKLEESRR
MrgX1 ag – human MrgX1 receptor agonism, primary screen | MrgX1-HEK293 cells, Fluo-4 calcium fluorescence, agonist mode; active compounds read high | Q96LB2 | AID 588627 | actives 0.44% (n = 310,000) | B-score at 10 µM;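 active = calcium response B-score plate-corrected fluorescence ratio at least 3 library SD, with starting fluorescence B-score inside 5 SD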
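System: HEK293 cells stably expressing human MrgX1 receptor; Dosing: test compound in the initial addition of three; Schedule: overnight plating, then 30 min 37 °C plus 30 min room-temperature dye loading; Detection: kinetic calcium dye fluorescence, Fluo-4 NW; Controls: per-plate positive and negative controls for Z′ factor.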
MrgX1 antagonist – blocks BAM8-22 activation of human MrgX1 receptor. Q96LB2. MRGX1-HEK293 calcium flux, Fluo-4, BAM8-22 antagonism; active compounds read low. B-score at 10 µM. actives 1.3% (n = 310,000). AID 588676;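 active = calcium-response B-score plate-corrected more than 3 library SD below zero, starting fluorescence within 5 deviations, no agonist response on first addition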;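 note: peak minus trough fluorescence over baseline after final BAM8-22 challenge near maximal dose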
TMEM16A inh – blocks the mouse calcium-activated chloride channel TMEM16A; HEK293 TMEM16A/YFP iodide influx fluorescence, ionomycin; normalized B-score (activity score, 25-100; higher = stronger inhibition) at 10 µM; actives 1.2% (n = 310,000);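 active = ratio plate-corrected score three or more library SD toward inhibition, starting fluorescence score within five deviations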;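 note: score derived from kinetic fluorescence span divided by baseline fluorescence per well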
SKKanGAS inh – inhibitors of SKKanGAS S. pyogenes growth in kanamycin (SK-promoter or general growth effect). actives 1.3% (n = 300,000). AID 1662. BacTiter-Glo, 6 h. inhibition, % at 7.5 µM;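 active = mean replicate score, as percent of positive control median, at least 50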;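 note: strain carries kanamycin resistance gene driven by streptokinase promoter and grows in 40 µg/ml kanamycin; loss of luminescence reflects streptokinase promoter inhibition or plain growth inhibition; 0% = median of DMSO wells and 100% = positive control at its reference dose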
MrgX1 allo act – allosterically activates human MrgX1 receptor signaling; Q96LB2; MrgX1-HEK293, Fluo-4 calcium flux, FDSS; active compounds read high; B-score at 10 µM; actives 0.63% (n = 310,000); AID 588675;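 active = plate-corrected calcium response at least 3 library SD above typical, normal starting fluorescence, not activating the receptor alone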;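 note: compound read alongside a low EC10 to EC30 dose of BAM8-22 agonist; peak minus trough fluorescence over baseline measured at the second addition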
TRPC4 PAM – allosterically enhances the mouse TRPC4 cation channel | actives 0.42% (n = 310,000) | HEK293 TRPC4beta/mu-opioid, DAMGO EC20, Fluo-4 Ca2+ flux; active compounds read high | B-score at 10 µM | AID 2227;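 active = B-score of calcium response area above 5 SD of library B-scores, with initial fluorescence ratio within 5 SD of library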;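 note: B-score of integrated fluorescence ratio over time as area under calcium response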
TRPC6 act – activators of mouse TRPC6 channel. Q61143. HEK293-TRPC6 membrane potential dye fluorescence; active compounds read high. B-score at 10 µM. actives 0.13% (n = 310,000);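 active = B-score of the integrated fluorescence ratio above library mean plus 3 SD, and starting fluorescence ratio within library mean plus 5 SD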;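 note: higher score means more depolarization so channel activation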
TRPC4 act – activators of mouse TRPC4 channel; Q9QUQ5; HEK293 TRPC4beta/mu-opioid, Fluo4 calcium fluorescence; active compounds read high; B-score at 10 µM; actives 0.49% (n = 310,000); AID 2237;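 active = B-score above 5 SD of library B-scores, and initial fluorescence ratio not above library mean plus 5 SD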;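 note: positive B-score marks a calcium rise read as TRPC4 activation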
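Incubation: 45 min room-temperature Fluo4 loading, 110 s read / System: HEK293 cells stably co-expressing mouse TRPC4beta and mu-opioid receptor / Signal: Fluo4 fluorescence, kinetic / Control set: buffer (low) and maximal DAMGO (high) / Measure: integrated baseline-normalised fluorescence ratio, converted to per-well B score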
An asterisk follows results filed as active; i = inactive; . = no result given. Rows are unselected; about 6.7% have a hit in one of these screens.

compound	TRPC4 inh	TMEM16A act	TRPC6 inh	MrgX1 ag	MrgX1 antagonist	TMEM16A inh	SKKanGAS inh	MrgX1 allo act	TRPC4 PAM	TRPC6 act	TRPC4 act
O=C(CCNS(=O)(=O)c1ccc(Br)cc1)NC1CCCCC1	i	i	i	i	i	i	-3	i	i	i	i
CCCCNC(=S)Nc1ccc(Cl)cc1	i	i	i	i	i	i	12	i	i	i	i
CCN1C(=O)c2ccccc2Sc2ccc(C(=O)NC(C)C)cc21	i	i	i	i	i	i	0	i	i	i	i
O=C(Cn1cnc([N+](=O)[O-])c1)c1ccc(F)cc1	i	i	i	i	i	i	-2	11*	i	i	i
COc1ccccc1NC(=O)C12CC3CC(C1)CC(c1ccc(C)cc1)(C3)C2	i	i	i	i	i	i	29	i	i	i	i
N#Cc1ccsc1NC(=O)CN(Cc1ccccc1)Cc1ccccc1	i	i	i	i	i	i	3	i	i	i	i
Cc1ccc(C)c(OCCC(=O)OCC(=O)Nc2cccnc2Cl)c1	i	i	i	i	i	i	1	i	i	i	i
CC(Oc1ccc(F)cc1)C(=O)Nc1sc2c(c1C(=O)NCc1cccnc1)CCCC2 (configuration not stated)	i	i	i	i	i	i	21	i	i	i	i
CCN1CCN(C(=O)c2[nH]c3ccc(OC)cc3c2C)CC1	i	i	i	i	i	i	-3	i	i	i	i
O=C(Cn1nnc(-c2ccccc2)n1)NNC(=O)c1ccc(Br)cc1	i	i	i	i	i	i	3	i	i	i	i
N#CCOc1nc(N2CCCCC2)nc(N2CCCCC2)n1	i	i	i	i	i	i	5	i	i	i	i
O=C(CCN1CCN(c2ccccc2)CC1)Nc1nccs1	i	i	i	i	i	i	-4	i	i	i	i
O=C(NN1CCOCC1)c1ccc(Cl)cc1[N+](=O)[O-]	i	i	i	i	i	i	3	i	i	i	i
Cc1oc(CC(C)C)cc1C(=O)NCCCC(=O)O	i	i	i	i	i	i	2	i	i	i	i
O=C(NC(=S)N1CCN(c2ccc(O)cc2)CC1)c1cccs1	i	i	i	i	i	i	-13	i	i	i	i
NC(N)=Nc1nc(CSCC/C(N)=N/S(N)(=O)=O)cs1	i	i	i	i	i	i	-1	i	i	i	i
COc1ccc(NC(=O)c2nc[nH]c2C(=O)N2CCC(C)CC2)cc1	.	i	i	i	i	i	3	8.2*	i	i	i
COc1ccc(-c2nnc(SCC(=O)NC3CCCc4ccccc43)n2N)cc1 (configuration not stated)	i	i	i	i	i	i	8	i	i	i	i
CN(C)Cc1cc(CCNC(=O)c2ccc(Cl)cc2)ccc1O	i	.	i	i	i	i	-5	i	i	i	i
Cc1ccsc1C1C(C#N)=C(N)N(N(C)C)C2=C1C(=O)CC(C)(C)C2 (configuration not stated)	i	i	i	i	i	i	4	i	i	i	i
CCCSc1nc2cc(OC)c(OC)cc2c(=N)n1CCCN1CCOCC1	i	i	i	i	i	i	0	i	i	i	i
COc1ccc(/C=N/NC(=O)c2ccc(Br)cc2)c(OC)c1	i	i	i	i	i	i	-10	i	i	i	i
CCN(CC)S(=O)(=O)c1ccc2[nH]cc(C(=O)NCCN3CCCCC3C)c(=O)c2c1 (configuration not stated)	.	i	.	i	i	i	.	i	.	.	.
CCOc1ccc(C(=O)NC2CCN(C(=O)Nc3ccccc3OC)CC2)cc1	i	i	i	i	i	i	-7	i	i	i	i
S=C1NCN(CCc2ccccc2)CN1Cc1ccccc1	i	i	i	i	i	i	8	i	i	i	i
O=C(NC(=S)NCCSc1ccccc1)c1cccnc1	i	i	i	i	i	i	1	i	i	i	i
CNC(=O)c1c(NC(=O)c2cccc(C)c2)sc2c1CCC2	i	i	i	i	i	i	5	i	i	i	i
Cc1cccc(CS(=O)(=O)c2ncc(CO)n2C)c1	i	i	i	i	i	i	-4	i	i	i	i
Cc1cc2oc(C(=O)N3CCN(Cc4ccccc4)CC3)c(C)c2cc1C	i	i	i	i	i	i	9	i	i	i	i
CCOC(=O)c1c(/N=C/c2cc(C)ccc2O)sc2c1CCC2	i	i	i	i	i	i	12	i	i	i	i
CC1CCN(c2ccc([N+](=O)[O-])cc2C(=O)N2CCOCC2)CC1	i	i	i	i	i	i	-12	i	i	i	i
CC(=O)c1ccc(NC(=O)c2sc3nc(N4CCOCC4)c4c(c3c2N)CCCC4)cc1	i	i	i	i	i	i	7	i	i	i	i
CCC(C(=O)O)N1C(=O)c2ccccc2C1=O (configuration not stated)	i	i	i	i	i	i	6	i	i	i	i
Cc1cc(C)n(C(=O)c2ccc(S(=O)(=O)NCC3CCCO3)cc2)n1 (configuration not stated)	i	i	i	i	i	i	-2	i	i	i	i
Cc1ccc(S(=O)(=O)N2CCN(C(=O)Cc3ccsc3)CC2)c(C)c1	i	i	i	i	i	i	1	i	i	i	i
CCNc1nc(NCC)nc(N(C#N)CCOc2ccccc2)n1	i	i	i	i	i	i	0	i	i	i	i
Cc1cc(NC(=O)C(=O)NCCN2CCN(S(C)(=O)=O)CC2)ccc1Br	i	i	i	i	i	i	.	i	i	i	i
CNC(C)C#Cc1ccc2sc3cccc(OC)c3c(=O)c2c1 (configuration not stated)	i	i	i	i	i	i	10	i	i	i	i
COc1ccc(N2C(=O)CC(NNC(=O)c3ccco3)C2=O)cc1 (configuration not stated)	i	i	i	i	i	i	-2	i	i	i	i
COc1cccc(NC(=O)C2CCCN2C(=O)OCc2ccccc2)c1 (configuration not stated)	i	i	i	i	i	i	2	i	i	i	i
CC12C(=O)N(Cc3ccccc3)C(=O)C1C1C=CC2C1 (configuration not stated)	i	i	i	i	i	i	-2	i	i	i	i
CCc1ccc(C(=O)NNC(=O)OC)cc1	i	i	i	i	i	i	-3	i	i	i	i
CC(=O)NC(=S)Nc1ccc(S(=O)(=O)N2CCOCC2)cc1	i	i	i	i	i	i	-1	i	i	i	i
CC(=O)NCCc1nc2cc(NS(=O)(=O)c3ccc(Cl)cc3)ccc2n1C	i	i	i	i	i	i	5	i	i	i	i
Cc1ccc(OCCC(=O)Nc2c(C)n(C)n(-c3ccccc3)c2=O)cc1	i	i	i	i	i	i	0	i	i	i	i
CC1Cc2nc(SCC(=O)N3CCOCC3)n(C)c(=O)c2S1 (configuration not stated)	i	i	i	i	i	i	0	i	i	i	i
Cc1csc2ncc(C(=O)Nc3ccccc3F)c(=O)n12	i	i	i	i	i	i	1	i	i	i	i
O=[N+]([O-])c1cc(-c2csc(NCCc3nc4cc(Cl)c(Cl)cc4n3CCCO)n2)ccc1Cl	i	i	i	i	i	i	33	i	i	i	i
COc1ccc(S(=O)(=O)NCC2CCCN(Cc3ccccc3Cl)C2)cc1 (configuration not stated)	i	i	i	i	i	i	3	i	i	i	i
O=C(CCNS(=O)(=O)c1ccc(Cl)cc1)N1CCC2(O)CCCCC2C1 (configuration not stated)	i	i	i	i	i	i	-4	i	i	i	i
O=C(CSc1ccccc1)N1CCCC(N2CCN(c3cccc(Cl)c3)CC2)C1 (configuration not stated)	i	i	i	i	i	i	4	i	i	i	i
Cc1nc2ncnn2c(N2CCN(S(=O)(=O)c3ccc(Br)cc3)CC2)c1C	i	i	i	i	i	i	7	i	i	i	i
Cc1cc2nc3c(nc2cc1C)C1(C(=O)O)CCC3(C)C1(C)C (configuration not stated)	i	i	i	i	i	i	-1	i	i	i	i
CCOC(=O)Cc1csc(N/C(=N/S(=O)(=O)c2ccc(F)cc2F)c2ccccc2)n1	i	i	i	30*	i	i	12	i	i	i	i
N#Cc1nc(COc2ccccc2)oc1N1CCN(Cc2ccccc2)CC1	i	i	i	i	i	i	31	i	i	i	i
Cc1ccc(C)c(NC(=O)CSc2ncnc3nc[nH]c23)c1	i	i	i	i	i	i	-4	i	i	i	i
Cn1c(=O)[nH]c(=O)c2[nH]c(CN3CCN(C(=O)c4ccco4)CC3)nc21	i	i	i	i	i	i	4	i	i	i	i
CCCc1nc2sc3c(c2c(=O)[nH]1)CCCC3	i	i	i	i	i	i	1	i	i	i	i
Cc1cc(C)nc(NC(=O)c2ccc([N+](=O)[O-])c(C)c2)n1	i	i	i	i	i	i	0	i	i	i	i
O=C(CSc1nc2ccccc2s1)Nc1ccc(N2CCOCC2)c(Cl)c1	i	i	i	i	i	100*	-2	i	i	i	i

(listing goes on)
compound	TRPC4 inh	TMEM16A act	TRPC6 inh	MrgX1 ag	MrgX1 antagonist	TMEM16A inh	SKKanGAS inh	MrgX1 allo act	TRPC4 PAM	TRPC6 act	TRPC4 act
CC(C)(C)NC(=O)CSc1nc2ccc(NC(=O)CSc3nnc(N)s3)cc2s1	i	i	i	i	i	i	2	i	i	i	i
Cc1ccc(NC(=O)CSc2nnc([C@@H]3CCCN3C(=O)OC(C)(C)C)o2)c(C)c1	i	i	i	i	i	i	6	i	i	i	i
O=c1oc(-c2ccccc2)nc2sc3c(c12)CCCC3	i	i	i	i	i	i	-2	13*	i	i	i
CCOC(=O)C1CCN(C(c2cc3cc(C)cc(C)c3[nH]c2=O)c2nnnn2C2CCCCC2)CC1 (configuration not stated)	i	i	i	i	i	i	3	i	i	i	i
